Screens as filed in PubChem BioAssay.
Fibroblast inh: antiproliferative effect on LL 47 fibroblasts – human, LL 47 cells, CellTiter-Glo luminescence, primary screen; LL 47 human lung fibroblast viability, ATP luminescence; hits give low values; viability, % at 10 µM; 85,000 compounds, 1.1% hits; AID 719, 2007;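 active = viability at or below 50% in the single dose screen; inactive = viability above 50%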;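 also: compound exposure lasted 72 h before the ATP readout; 100% = median luminescence of untreated cell-only wells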
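test system = LL 47 human lung fibroblasts | amount = 1,150 fibroblasts seeded per well | medium = 15% FBS in IMEM | times = overnight cell rest, 72 h compound treatment at 37 °C | measured by = CellTiter-Glo luminescence measuring cellular ATP | read-out = viability percentage against median untreated-cell control | benchmarks = cell-only wells, no compound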
H69AR growth 86K: proliferation blockers of H69AR lung cancer cells, primary screen, cell-based, human, 86K library | H69AR lung tumor viability, ATP luminescence, 72 h; hits give low values | viability, % at 10 µM | 85,000 compounds, 6% hits | AID 598, 2007;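 active = viability at or below 40%; inactive = viability above 40%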;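 also: multidrug resistant small cell line overexpressing MRP-1 efflux transporter; 100% = mean luminescence of untreated control wells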
S1P2 blocker: human S1P2 receptor antagonists, primary screen, cell-based; cell-based S1P2 antagonist assay, inhibition at 5 uM; inhibition, % at 5 µM; 97,000 compounds, 0.21% hits; in the data active = inhibition above about 45%;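 also: CRE beta-lactamase reporter cells expressing human S1P2 stimulated with S1P; 0% = agonist at EC80 alone and 100% = agonist plus reference antagonist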
Target sequence (O95136 whole entry, looked up): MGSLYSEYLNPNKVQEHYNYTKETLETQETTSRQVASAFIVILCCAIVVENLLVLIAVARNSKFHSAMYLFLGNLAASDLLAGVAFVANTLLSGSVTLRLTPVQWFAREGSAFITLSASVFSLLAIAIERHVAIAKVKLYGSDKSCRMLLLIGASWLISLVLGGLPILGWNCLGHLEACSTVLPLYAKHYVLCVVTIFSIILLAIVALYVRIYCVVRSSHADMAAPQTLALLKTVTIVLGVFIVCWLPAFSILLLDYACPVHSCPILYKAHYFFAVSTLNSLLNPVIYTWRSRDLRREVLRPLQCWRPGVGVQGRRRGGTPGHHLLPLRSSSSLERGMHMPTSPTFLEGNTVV
PostGolgi ctrl: growth inhibition of yeast control strain, primary screen, counter-screen for post-Golgi transport modulator project; inhibition, % at 10 µM; AID 738, 2007; efflux-deficient yeast background strain, growth absorbance A615, 16 h; 98,000 compounds, 5% hits
Ecoli WT expand: growth inhibitors of wild-type E. coli, primary screen, strain BW25113, expanded library, OD600 | OD600 absorbance | growth inhibition, % at 100 µM | 98,000 compounds, 0.15% hits;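 active = growth inhibition above about 50% at one test dose, limit read from the data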;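 also: growth measured after 20 h incubation at 37 °C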
S1P2 ag: S1P2 receptor agonists, primary screen, cell-based; AID 729, 2007; activation, % at 4.5 µM; 97,000 compounds, 0.46% hits; S1P2-expressing cell line, agonist reporter read-out; Sphingosine 1-phosphate receptor 2 (Homo sapiens), O95136; in the data active = activation above about 16%;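 also: 0% = vehicle low control and 100% = maximal reference agonist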
hDAT+cocaine: changed hDAT dopamine uptake under cocaine IC80, either direction, primary screen, cocaine antagonist project, cell-based, LLC-PK1 hDAT, [14C]-dopamine uptake, MLSMR | Sodium-dependent dopamine transporter (Homo sapiens), Q01959 | LLC-PK1 hDAT cells, [14C]-dopamine uptake with cocaine IC80; actives deviate in either direction | B-score at 10 µM | 110,000 compounds, 1.3% hits | AID 449768, 2010;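 active = Z score or B-score, a plate-position-corrected score, falls beyond the plate's 99.7% confidence bounds, in either direction; inactive = both scores lie inside the 99.7% bounds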;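 also: scored against the spread of the other compound wells on the same plate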
Target sequence (Q01959 whole entry, looked up): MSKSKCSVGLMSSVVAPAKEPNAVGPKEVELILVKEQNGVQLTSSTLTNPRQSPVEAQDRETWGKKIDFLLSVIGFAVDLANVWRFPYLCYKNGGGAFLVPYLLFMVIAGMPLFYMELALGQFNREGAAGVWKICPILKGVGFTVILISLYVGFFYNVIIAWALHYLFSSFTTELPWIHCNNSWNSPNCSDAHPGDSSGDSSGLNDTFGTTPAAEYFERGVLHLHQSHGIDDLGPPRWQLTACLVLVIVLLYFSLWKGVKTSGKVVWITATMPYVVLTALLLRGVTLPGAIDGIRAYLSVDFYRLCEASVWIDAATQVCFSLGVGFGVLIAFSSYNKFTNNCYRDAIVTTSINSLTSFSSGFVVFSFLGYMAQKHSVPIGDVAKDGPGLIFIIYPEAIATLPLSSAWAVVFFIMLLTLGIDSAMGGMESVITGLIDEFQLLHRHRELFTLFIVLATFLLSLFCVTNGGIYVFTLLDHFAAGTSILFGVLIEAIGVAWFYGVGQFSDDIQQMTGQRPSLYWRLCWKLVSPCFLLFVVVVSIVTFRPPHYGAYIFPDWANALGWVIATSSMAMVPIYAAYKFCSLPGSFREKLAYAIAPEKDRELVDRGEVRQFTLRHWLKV
HUVEC inhibit: inhibitors of HUVEC proliferation, primary screen, cell-based, 384-well. AID 648, 2007. CellTiter-Glo luminescence, 72 h; hits give low values. 86,000 compounds, 1.1% hits. viability, % at 10 µM (by protocol);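 active = viability at or below 30%; inactive = viability above 30%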;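 also: 100% = median luminescence of DMSO-only cell control wells on each plate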
PostGolgi yeast: phenotypic screen on post-Golgi transport, primary screen | post-Golgi transport phenotypic cell assay | inhibition, % at 10 µM | 98,000 compounds, 0.9% hits | AID 739, 2007;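 also: yeast cells grown in 1536-well plates; yeast grown about 18 h at 30C before absorbance read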
Numbers without * were called inactive; . = not tested or not shown. Rule as the data show it, unless noted: active = inhibition above about 30%; inactive = the rest.

smiles	Fibroblast inh	H69AR growth 86K	S1P2 blocker	PostGolgi ctrl	Ecoli WT expand	S1P2 ag	hDAT+cocaine	HUVEC inhibit	PostGolgi yeast
CCN(c1ccc(C)c(C)c1)S(=O)(=O)c1ccc2c(c1)CCN2C(=O)CCC(=O)O	94	82	-7	4	4	-7	0.55	98	15
Cn1cc(SCC(=O)Nc2nc3ccccc3s2)c2ccccc21	97	71	5	64*	-23	-4	-0.8	10*	0
COC(=O)CC1=C(C(=O)OC)C(c2cccc(OCC(N)=O)c2)C(C#N)=C(N)O1 (configuration not stated)	96	100	12	6	2	-8	1.5	88	7
O=C(CSc1nnc2ccccn12)c1ccc2c(c1)OCCO2	100	90	10	1	8	-3	0.082	96	4
Cc1ccc(NC(=O)N2CCC(c3nc4c(nnn4Cc4cccc(Cl)c4)c(=O)[nH]3)CC2)cc1	94	92	-2	-1	-13	-3	0.93	74	-4
CC(C)C(NS(=O)(=O)c1cccc2nsnc12)C(=O)N1CCn2c1nc1ccccc12 (configuration not stated)	94	91	-12	5	-6	-4	-0.016	83	1
O=C(NCc1ccco1)c1cc2sccc2n1Cc1ccc(F)cc1	103	78	-8	28	-4	-3	-0.36	90	4
CC1CCC(=NNC(=O)Cc2ccccc2)CC1 (configuration not stated)	94	104	-3	3	4	-6	-0.02	93	-10
COc1cc(/C=C(/C#N)c2nc3ccccc3[nH]2)ccc1OCc1ccc(C(=O)O)o1	.	.	18	22	-2	-4	1.8	.	3
O=C(NCc1cn2ccccc2n1)c1ccco1	93	97	-6	9	9	-1	0.68	110	-11
COC(=O)c1cccc(NC(=O)c2ccc(S(=O)(=O)N3CCN(C)CC3)cc2)c1	105	90	5	-8	7	-3	-0.035	95	1
Cc1cccc(NC(=S)NNC(=O)c2ccccc2OC(F)F)c1	.	.	-1	-4	-2	-6	.	.	-15
FC(F)(F)c1cccc(-c2nnc(-c3ccccc3)c(N3CCOCC3)n2)c1	.	.	16	35*	-1	-6	1.8	.	16
O=C(Nc1ccc(S(=O)(=O)C(F)F)cc1)c1cccc(S(=O)(=O)N2CCOCC2)c1	97	47	12	1	2	-5	0.58	86	8
COc1ccc(Cn2c(SCc3ccccc3C)nc3cc(OC)c(OC)cc3c2=N)cc1	.	.	6	67*	11	-6	0.96	.	-1
COc1ccc(CCNC(=O)c2ccncc2)cc1OC	100	95	6	-1	-11	-5	0.21	100	8
O=C(NC(=O)c1cccc(Cl)c1)OC[C@@H]1CCCN2CCCCC12 (some centres not stated)	100	90	-1	2	-3	-3	-0.35	102	-6
CCc1nnc(NC(=O)C2COc3ccccc3O2)s1 (configuration not stated)	101	121	4	11	-9	-2	0.98	110	-5
O=C(N/N=C/c1ccc(O)cc1)c1csc2ccccc12	.	.	18	-3	18	-5	0.12	.	-12
CCOC(=O)c1cnc(-n2nc(C)cc2C)nc1NC1CCCCC1	.	1.1*	91*	67*	12	-11	1.1	32	87*
CCOC(=O)c1sc2nc(CSCC(=O)OCc3ccc(C(=O)OC)o3)[nH]c(=O)c2c1C	98	89	-1	4	1	-1	-0.005	92	1
O=C(/C=C\Nc1cccc(F)c1)c1cccs1	.	.	12	-2	8	0	-0.15	.	-13
CN(C1CCCCC1)S(=O)(=O)c1ccc(NC(=O)C2CCCCC2C(=O)O)cc1 (configuration not stated)	95	83	-8	33*	4	-4	1.6	90	-6
COc1ccccc1NC(=O)c1sc(NC(=O)c2ccco2)c(C#N)c1C	111	89	-4	6	-16	-5	0.27	92	1
Cc1cc(NC(=O)Cn2nc(C(F)(F)F)c3c2CCC3)no1	99	89	20	11	-10	-4	-0.82	96	-2

4 compounds out of the list, ordered by count of non-hydrogen atoms, ascending.
smiles	Fibroblast inh	H69AR growth 86K	S1P2 blocker	PostGolgi ctrl	Ecoli WT expand	S1P2 ag	hDAT+cocaine	HUVEC inhibit	PostGolgi yeast
O=C(/C=C\Nc1cccc(F)c1)c1cccs1	.	.	12	-2	8	0	-0.15	.	-13
Cc1cc(NC(=O)Cn2nc(C(F)(F)F)c3c2CCC3)no1	99	89	20	11	-10	-4	-0.82	96	-2
Cn1cc(SCC(=O)Nc2nc3ccccc3s2)c2ccccc21	97	71	5	64*	-23	-4	-0.8	10*	0
CCOC(=O)c1cnc(-n2nc(C)cc2C)nc1NC1CCCCC1	.	1.1*	91*	67*	12	-11	1.1	32	87*

Further structures follow.
smiles	Fibroblast inh	H69AR growth 86K	S1P2 blocker	PostGolgi ctrl	Ecoli WT expand	S1P2 ag	hDAT+cocaine	HUVEC inhibit	PostGolgi yeast
Cc1onc(-c2ccccc2Cl)c1C(=O)Nc1ccc(-n2nncc2-c2ccco2)cc1	93	.	16	26	-4	-5	1.9	85	12
COc1ccccc1-c1ccc(Nc2cccc(C(C)=O)c2)nn1	106	83	10	-1	-8	-5	1.3	75	-6
CCC(OC(=O)c1cccs1)C(=O)NC1CCCCC1 (configuration not stated)	100	78	2	10	3	0	0.03	87	3
COc1cc(OC)cc(-c2nc(N)n[nH]2)c1	92	88	2	8	6	-2	-0.25	89	-6
CN1C(=O)CC(N2CCN(c3ncccn3)CC2)C1=O (configuration not stated)	98	97	5	13	0	-6	0.19	95	9
COc1ccc(-c2ccc(SCC(=O)N3CCOCC3)nn2)cc1OC	108	87	-18	13	-2	-8	0.36	103	1
CCOc1ccc(NC(=O)CN(C)CC(=O)Nc2cccc(Cl)c2C)cc1OCC	101	49	2	20	-6	-8	-0.35	92	0
CCCOCC(O)COc1ccccc1C(=O)N1CCOCC1 (configuration not stated)	92	.	16	16	1	0	-1	97	0
Cc1cccc(-c2cc3nc(C)cc(NCCCN(C)C)n3n2)c1	91	83	5	12	-2	-4	1.9	84	21
COC(=O)c1cc(COC(=O)c2ccc(OC)c(S(=O)(=O)N3CCCC3)c2)oc1C	100	59	-15	-7	-12	-2	0.58	99	6
Clc1cc(Cl)c2nc(N3CCOCC3)sc2c1	104	102	15	.	.	-1	0.042	72	.
COCc1cc(C)nc(SCC(=O)Nc2ccc3c(c2)OCO3)c1C#N	88	100	-10	-6	-1	1	-0.078	107	-1
COc1cc2c(cc1OC)-c1cc(NC3CCCC3)nc(=O)n1CC2	87	71	-35	5	2	24*	0.65	87	-3
CC(=O)NCC(=O)N(Cc1ccco1)C1(C(=O)NC2CCCCC2)CCCCC1	104	93	-25	2	0	2	0.7	101	-5
COCc1n[nH]c(=S)n1-c1cccc2ccccc12	94	.	-3	-2	-2	-7	-0.62	84	0
CCCCC(=O)Nc1nnc(C)s1	87	101	8	5	0	-12	-0.2	89	0
COc1ccc(CCNS(=O)(=O)c2cn(C)c(=O)n(C)c2=O)cc1OC	101	97	-6	2	0	-6	-1.4	90	-5
Cc1ccc(C(=O)O/N=C\c2ccc(N3CCCCC3)c([N+](=O)[O-])c2)cc1	.	.	-1	-3	1	-5	-0.69	.	-9
Cc1ccccc1Nc1nc(-c2sc(NC(=O)c3ccco3)nc2C)cs1	.	.	0	1	-11	-9	0.8	.	-1
C/C=C/c1ccc(OCCCNCC(C)O)c(OC)c1 (configuration not stated)	100	92	-25	4	4	-2	-1.4	87	-1
Cc1ccccc1Cn1nnc(C(=O)Nc2cccc(C)c2C)c1N	89	79	-6	26	-2	-2	.	77	1
O=C(CSc1nc2c(c(=O)n1-c1ccc(Br)cc1)SCC2)NCc1ccco1	101	77	-32	3	-10	-4	-0.37	85	3
COc1ccc(S(=O)(=O)Nc2ccc(S(=O)(=O)Nc3nc(C)cc(C)n3)cc2)cc1OC	99	100	13	32*	-13	-4	0.69	103	5
Cc1noc(C)c1S(=O)(=O)N1CCC(C(=O)N2CCN(c3ccc(Cl)cc3)CC2)CC1	93	70	26	-2	-3	-5	.	90	-5
CCOc1ccc(-c2nnc(SCC(=O)N(CC)CC)n2N)cc1	96	98	2	5	-3	-5	-0.02	94	-4
O=C(CCc1nc2ccccc2[nH]c1=O)OCC(=O)N1CCc2ccccc21	101	99	-13	6	-1	-4	1.3	96	-4
CCCS(=O)(=O)N1CCCC(C(=O)NCCCN(C)Cc2ccccc2)C1 (configuration not stated)	103	94	16	39*	1	-5	-0.088	105	5
O=C(O)CCC(NC(=O)OCc1ccccc1)C(=O)O (configuration not stated)	101	93	-22	-2	-1	-2	-0.091	104	0
Cc1nc(SCC(=O)Nc2ccc(C)c(F)c2)c2oc3ccccc3c2n1	90	52	-12	-2	-2	-1	-0.54	55	-4
Cc1cc(OCC(=O)Nc2ccncc2)ccc1Br	98	106	-4	23	21	-5	-0.81	88	13
Fc1ccc(N2CCN(C(c3cccs3)c3nnnn3C3CCCC3)CC2)cc1 (configuration not stated)	92	87	15	36*	-20	-7	0.36	105	11
CC(C)OC(=O)CSc1nnc(-c2cnccn2)n1-c1ccc(Cl)cc1	94	86	4	3	1	-2	-1.5	108	4
Cc1ccnc(N2CCC(C(=O)Nc3nnc(C)s3)CC2)n1	100	84	-8	-2	-4	-2	-0.82	87	7
O=C(c1c[nH]c(C(=O)C(Cl)(Cl)Cl)c1)c1ccccc1Cl	62	23*	-1	6	1	0	-0.11	81	-3
O=C(Cn1nc(Cc2cccnc2)c2ccccc2c1=O)NCc1ccc(F)cc1	114	85	-8	-1	0	-5	-0.35	103	-5
COc1ccc(-c2cc(C(F)(F)F)nc(SCCC(=O)N3CCOCC3)n2)cc1	.	39*	-4	17	-4	-4	-0.43	104	18
COc1ccc(OCc2ccc(-c3nc4ccccc4c(=O)n3N)o2)cc1	101	62	-6	20	-10	-3	0.17	79	0
O=C(NCc1cccnc1)/C(=N\O)c1ccccc1	101	104	-8	0	3	-1	0.46	95	3
O=C(Nc1ccc(F)cc1)N1CCN(c2nc3ccccc3s2)CC1	91	76	3	-10	5	-7	0.46	114	7
CC1=C(OC(=O)c2ccccc2)C(C)(C)C(c2ccc(Br)cc2)OC1=O (configuration not stated)	104	94	1	13	-8	0	0.66	99	-5
CCOC(=O)CN1C(=O)C(C)(C)Oc2ccc(C(=O)NC(C)(C)CC)cc21	102	75	-1	8	5	0	1.9	114	7
Cc1cc(Cl)c(S(=O)(=O)NCc2ccccc2)cc1OCC(N)=O	111	93	0	-3	-4	-6	0.031	92	1
CS(=O)(=O)N(Cc1ccccc1)c1ccccn1	94	100	5	10	1	-5	-0.015	93	0
O=C(N/N=C/c1ccc(Br)s1)c1ccccc1[N+](=O)[O-]	.	.	2	1	28	-4	-0.64	.	-7
CC(=O)Nc1ccc(S(=O)(=O)N2CCN(CC(O)COc3ccc4ccccc4c3)CC2)cc1 (configuration not stated)	96	99	21	6	-10	-5	0.6	79	7
CC/C=C/C(=O)N1CC2(CC(c3cccc(NC(=O)c4ccccc4)c3)=NO2)C[C@@H]1C(N)=O (some centres not stated)	.	.	-9	3	6	-7	-0.61	.	-4
CC(C)NC(=O)CSCc1c(Cl)cccc1Cl	.	.	-20	0	7	-1	-0.16	.	-8
O=C(NNc1nc2ccccc2s1)c1ccccc1F	.	.	17	15	12	-3	-0.1	.	0
